NCI-60 one-dose screen, 48 h, at 10 µM unless noted. Numbers give growth in % (100 = growth as untreated, 0 = no growth, -100 = all killed).
OVCAR-4: OVCAR-4 ovarian cancer cells. 80,000 compounds, 3.7% hits. AID 1794784
DU-145: DU-145 prostate cancer | 81,000 compounds, 4.2% hits
OVCAR-5: OVCAR-5 ovarian cancer | 82,000 compounds, 2.9% hits | AID 1794783
PC-3: PC-3 prostate cancer cells. AID 1794754. 80,000 compounds, 3.9% hits
OVCAR-8: OVCAR-8 ovarian cancer. 81,000 compounds, 4.4% hits. AID 1794782
SK-OV-3: SK-OV-3 ovarian cancer cells; 80,000 compounds, 3.2% hits
OVCAR-3: OVCAR-3 ovarian cancer; 79,000 compounds, 7% hits
IGROV1: IGROV1 ovarian cancer | 79,000 compounds, 4.7% hits | AID 1794786
Active calls of the source: *; . = no result given; & = joins results of further samples. The calls were made as follows: active = growth percent below 10; inactive = the rest.

Sample of the layout, 7 compounds:
SMILES	OVCAR-4	DU-145	OVCAR-5	PC-3	OVCAR-8	SK-OV-3	OVCAR-3	IGROV1
Cn1c(=O)c2[nH]c(C3CC3)nc2n(C)c1=O	108	110	105	108	101	112	110	129
Cc1ccccc1Nc1ncnc2nc[nH]c12	107	109	96	98	112	106	111	124
Cc1[nH]c2ccccc2c1C(=O)C(N)=O	97	117	104	99	100	108	126	107
O=C(Nc1ccc(Cl)cc1)Nc1ccc(Oc2ccc(NC(=O)Nc3ccc(Cl)cc3)cc2)cc1	99	112	88	81	98	100	99	100
O=C(NC1=Nc2ccccc2C(=O)NN1)c1ccc(Cl)cc1	99	113	98	108	102	106	107	104
CC(=O)NS(=O)(=O)c1ccc(N=C=S)cc1	103	111	73	102	105	117	92	101
Nc1c(O)cc(S(=O)(=O)O)c2ccccc12	101&102	117&104	111&103	105&75	91&102	97&88	115&99	108&105

This part in full, from the start:
SMILES	OVCAR-4	DU-145	OVCAR-5	PC-3	OVCAR-8	SK-OV-3	OVCAR-3	IGROV1
Cn1c(=O)c2[nH]c(C3CC3)nc2n(C)c1=O	108	110	105	108	101	112	110	129
Cc1ccccc1Nc1ncnc2nc[nH]c12	107	109	96	98	112	106	111	124
Cc1[nH]c2ccccc2c1C(=O)C(N)=O	97	117	104	99	100	108	126	107
O=C(Nc1ccc(Cl)cc1)Nc1ccc(Oc2ccc(NC(=O)Nc3ccc(Cl)cc3)cc2)cc1	99	112	88	81	98	100	99	100
O=C(NC1=Nc2ccccc2C(=O)NN1)c1ccc(Cl)cc1	99	113	98	108	102	106	107	104
CC(=O)NS(=O)(=O)c1ccc(N=C=S)cc1	103	111	73	102	105	117	92	101
Nc1c(O)cc(S(=O)(=O)O)c2ccccc12	101&102	117&104	111&103	105&75	91&102	97&88	115&99	108&105
O=C(O)C1=C(CSc2nnnn2CS(=O)(=O)O)CS[C@@H]2C(NC(=O)[C@H](O)c3ccccc3)C(=O)N12 (stereo partly specified)	116	118	104	100	102	103	108	107
CC(=O)Nc1c(Br)cc2c(c1Br)C(=O)c1ccccc1-2	99	103	108	88	112	86	96	76
O=S(=O)(O)CS(=O)(=O)OCCCl	108	108	113	95	101	93	107	112
O=C1NC(=S)S/C1=C\c1ccncc1	110	112	98	95	106	99	106	108
CC1(C)CCc2cc(-c3ccn(S(=O)(=O)c4cccc(C(F)(F)F)c4)n3)ccc2O1	.	98	109	89	94	96	102	110
N#Cc1c(-c2ccco2)nc(N2N=C(c3ccccc3)CC2c2ccccc2)[nH]c1=O (stereo unspecified)	87	110	110	113	96	96	99	103
Cc1ccc(/C=C2\SC(=O)N(Cc3cc4ccccc4nc3Cl)C2=O)cc1	102	103	102	100	105	101	.	102
CCC(C)n1ncc2c(N(C)C)ncnc21 (stereo unspecified)	95	106	108	85	105	110	106	104
c1cc2ccc3cc2cc1CNCCSCCNCc1ccc2ccc(cc2c1)CNCCSCCNC3	98	89	109	85	101	.	97	91
O=C(/C=C/c1ccc(Cl)cc1)c1ccc(NC(=O)c2ccccc2CN2C(=O)c3ccccc3C2=O)cc1	116	109	97	98	99	94	108	105
NNC(=O)c1cccc(C(=O)NN)n1	114	110	94	92	92	93	102	98
Nc1ccc(CCCC(=O)NCc2cccnc2)cc1	104	107	107	105	103	97	115	110
O=C(Oc1ccc[nH]c1=O)C1CC1	97	108	92	97	101	102	108	115

Some of the entries above, reformatted.
Value order: OVCAR-4, DU-145, OVCAR-5, PC-3, OVCAR-8, SK-OV-3, OVCAR-3, IGROV1
CC(=O)Nc1c(Br)cc2c(c1Br)C(=O)c1ccccc1-2
    99, 103, 108, 88, 112, 86, 96, 76
O=S(=O)(O)CS(=O)(=O)OCCCl
    108, 108, 113, 95, 101, 93, 107, 112
O=C1NC(=S)S/C1=C\c1ccncc1
    110, 112, 98, 95, 106, 99, 106, 108
CC1(C)CCc2cc(-c3ccn(S(=O)(=O)c4cccc(C(F)(F)F)c4)n3)ccc2O1
    ., 98, 109, 89, 94, 96, 102, 110
N#Cc1c(-c2ccco2)nc(N2N=C(c3ccccc3)CC2c2ccccc2)[nH]c1=O (stereo unspecified)
    87, 110, 110, 113, 96, 96, 99, 103
Cc1ccc(/C=C2\SC(=O)N(Cc3cc4ccccc4nc3Cl)C2=O)cc1
    102, 103, 102, 100, 105, 101, ., 102
CCC(C)n1ncc2c(N(C)C)ncnc21 (stereo unspecified)
    95, 106, 108, 85, 105, 110, 106, 104

Going on with the list.
SMILES	OVCAR-4	DU-145	OVCAR-5	PC-3	OVCAR-8	SK-OV-3	OVCAR-3	IGROV1
CSc1nnc2cc(C)nc(SCc3ccccc3)n12	71	92	81	91	83	90	91	107
C=CCCCCCCCCC(=O)NS(=O)(=O)c1ccccc1	97	108	.	103	102	118	105	112
CCOC(=O)C1=C(C)NC(=O)NC1c1ccc(OCC(=O)O)cc1 (stereo unspecified)	97	107	89	91	100	96	112	108
O=C(O)c1ccc(Nc2ncnc3c2cnn3-c2cccc(F)c2)cc1	103	103	99	100	100	111	103	94
OC1c2ccccc2Oc2ccccc21	99	100	87	87	95	105	91	105
Cc1ccccc1C(=O)NC1CCCCC1	112	106	102	93	97	99	106	100
COc1cc2ncnc(Nc3ccc(S(=O)(=O)Nc4cc(C)on4)cc3)c2cc1OCCCN1CCN(c2ccc(F)cc2)CC1	116	112	102	101	103	93	88	107
COC(=O)c1c(-c2ccccc2)csc1NC(=O)c1c(-c2ccccc2)noc1C	80	40	63	32	26	59	37	21
C=C1CCC[C@]2(C)CCC[C@H](C)[C@@H](OC(C)=O)[C@@H]3OC(=O)C(=C)[C@@H]3C[C@H]1O2	61	86	101	53	61	85	48	82
CC(C)(C#N)OC(=O)Nc1ccccc1	102	101	101	107	110	108	105	108
Nn1c(N/N=C/c2ccc3[nH]ncc3c2)n[nH]c1=S	123	109	100	90	103	107	116	102
N#CC1=C(N)Oc2ccc3ccccc3c2C1c1ccccc1Cl (stereo unspecified)	79	73	77	46	62	56	31	34
CN(C)c1ccc(C(O)(c2ccc(N(C)C)cc2)c2ccc(N(C)C)cc2)cc1	68	104	93	66	86	103	86	90
COc1ccc(/C=C/C(=O)c2ccc(NC(=O)CSc3nnc(-c4ccccc4)n3-c3ccccc3)cc2)cc1	97	98	102	86	100	100	102	114
COc1c(Br)cc(C(c2cc(Br)c(OC)c(Br)c2)c2ccccc2C(=O)O)cc1Br	.	111	99	90	102	106	109	96
O=[N+]([O-])c1ccc(OCCCOc2ccccc2)c(Cl)c1	80	104	97	94	100	110	97	91
N#Cc1cnn(C(=O)c2nn(-c3ccc(Cl)cc3)cc2O)c1N	19	35	31	.	10	8.4*	-0.5*	12
CC(C)OC(=O)Nc1c(C(C)C)cccc1C(C)C	107	109	96	.	113	112	110	117
c1ccc(OC2CCCCC2N2CCOCC2)cc1 (stereo unspecified)	90	112	95	89	98	125	110	113
Cc1cc(N2CCN(C3CCCC3)CC2)n2c(nc3ccccc32)c1C#N	89	102	96	73	88	89	94	91
CN1C(=O)C2(SCC(C(=O)NCc3ccccc3)N2C(=O)C2CCCCC2)c2ccccc21 (stereo unspecified)	88	98	105	83	92	114	90	88
O=C1Nc2ccc(Cl)cc2C1=Nc1ccc(O)cc1	94	104	106	78	100	87	.	102
CCCC(C)C(CC)(C(=O)OCC)C(=O)OCC (stereo unspecified)	.	109	103	98	93	95	92	104
O=C(CCc1nc(-c2cccc(Cl)c2)no1)Nc1ccccn1	107	109	100	97	106	104	108	90
CCOC(=O)C1(Cc2ccccc2C#N)CCCCC1=O (stereo unspecified)	109	101	104	90	96	115	101	92
CC(C)C(O)C=O (stereo unspecified)	97	96	109	104	105	98	109	108
O=[N+]([O-])c1ccc2ncccc2c1Cl	90	-26*	85	39	19	64	41	.
O[C@H](c1cc(C(F)(F)F)nc2c(C(F)(F)F)cccc12)[C@@H]1CCCCN1	60&70	70&67	69&79	45&43	64&80	75&79	55&68	46&48
C=C1CN(c2ccc(C)cc2)C(=O)C(=C)CN(c2ccc(C)cc2)C1=O	101	105	111	74	104	106	111	114
CCC(/C=N/Nc1ccc([N+](=O)[O-])cn1)CC	103	100	117	96	108	89	94	105
N#C/C(=C\c1ccc(O)cc1)n1nnc2ccccc21	89	92	106	98	90	106	95	97
COc1ccc(C2=Nn3c(NN)nnc3SC2)cc1	101	103	108	88	96	105	111	96
O=C1/C(=C/c2ccccc2)CCc2nc3ccccc3c(/C=C/c3ccc(F)cc3)c21	87	94	108	97	87	104	105	104
Cc1cc(NC(=O)c2cccc(C(F)(F)F)c2)n(-c2nc(-c3ccc4c(c3)OCO4)cs2)n1	93	107	109	91	97	106	99	95
CC(=O)OC(OC(C)=O)c1cc2c(cc1Cl)OCO2	106	106	110	108	112	99	109	107
O=c1[nH]c(=S)c2[nH]c(=S)n(-c3ccccc3)c2[nH]1	120	114	99	105	103	103	117	121
Cc1ccc(-c2nnc(CSc3nc(-c4ccc(F)cc4)c(C#N)c(=O)[nH]3)o2)cc1	107	106	98	91	98	98	103	102
CCOC(=O)C(C)(C)N	108	104	93	93	98	107	109	94
COc1cccc(-c2nc3sccn3c2-c2ccnc(NCCNS(=O)(=O)c3ccc(C)cc3)n2)c1	103	95	127	84	85	118	99	84
CCOC(=O)CSc1nnc(-c2cc3c([nH]c4ccccc43)c(-c3cccc(O)c3)n2)n1-c1ccc(C)cc1	73	-0.5*	96	15	17	105	31	28
CN1CCN(c2ccc(Nc3nc(N4CCN(S(=O)(=O)c5ccc(Cl)cc5)CC4)c4sccc4n3)cc2)CC1	-83*	-61*	-81*	29	-83*	116	-35*	84
CCCCCCc1cn(C(C)c2ccc(OC)c(OC3CCCC3)c2)nn1 (stereo unspecified)	71	95	99	75	85	93	79	93
O=C1Nc2ccccc2/C1=C/c1cn(C(=O)c2ccc(Cl)cc2)c2ccccc12	78	118	110	96	95	104	99	73
CCCCC1=C(Br)C(=O)c2ncccc2C1=O	88	103	112	90	95	90	57	102
CN1CCN(c2ccc(C(=O)/C=C/c3ccc(F)c(C(F)(F)F)c3)cc2)CC1	89	97	114	85	84	116	.	105
Oc1c(Cl)cc(Cl)cc1-c1cc(-c2ccccc2Cl)[nH]n1	67	100	102	73	85	99	.	84
CCN1C(=O)N[C@H]2[C@@H]3NC(=O)c4ccc(Cl)n4[C@@H]3C[C@]21O	3.0*	5.1*	24	9.8*	1.3*	29	2.2*	1.4*
Cn1cc(-c2cc(N)n3nc(-c4cn(C)c5ncc(Br)cc45)cc3n2)c2cc(Br)cnc21	-47*	5.4*	70	1.1*	15	104	-68*	44
COc1ccc(N=C(C)CC(C)=O)cc1	96	102	100	90	99	102	95	104
CCCCN(CCCC)CC(O)c1cc(Cl)cc2c1-c1ccc(Cl)cc1C2 (stereo unspecified)	87	76	77	68	100	82	97	60
CCOC(=O)c1nn(C2CCCCO2)c2ccc(NC(=O)Cn3nnc4ccccc43)cc12 (stereo unspecified)	104	104	98	110	101	.	110	103
CC(=O)OC1Oc2ccccc2-c2oc(=O)c(-c3ccc(F)cc3)cc21 (stereo unspecified)	89	92	104	110	78	93	110	60
CCS(=O)(=O)c1ccc(/C=N/Nc2nc3ccccc3o2)cc1	94	115	108	92	108	91	105	100
CC1C2CCC(C2)C1COCCOCCO (stereo unspecified)	.	114	107	101	102	110	112	113
COc1ccc2c(c1)OC(N(C(C)=O)C(C)=O)=C(C#N)C2c1ccc(F)cc1 (stereo unspecified)	82	38	65	22	38	24	12	56

Bioassay records (PubChem)

Random draw from the library. Share with any hit: about 10%.
